Screening results: PubChem BioAssay, National Center for Advancing Translational Sciences (NCATS)
EPAC2 antag: qHTS for Antagonist of cAMP-regulated guanine nucleotide exchange factor 2 (EPAC2): primary screen; Rap guanine nucleotide exchange factor 4 (Homo sapiens), Q8WZA2; EPAC2 GEF exchange of Rap1B-BODIPY-GDP, fluorescence; Potency, µM (top dose mostly 114 µM), without a hit: at the highest dose activity, negative = inhibition, actives largely listed as inhibitors; 0.18% of 360,000 active; note: potency is the fitted concentration of half-maximal effect; % is set by controls: 0 for no effect and ±100 for the full control effect; nearly all actives have a fitted effect of over 45% in size; many of its hits are not listed in these tables
CCT chaperon mod: High-Throughput Screening for Modulators of Cytosolic Chaperonin Activity; 0.3% of 360,000 active; activity change, % (test concentration not listed), hits read low; purified chaperonin ATPase assay, HTRF ADP detection, 30 min; AID 651819, 2012; in the data active = activity change below about -30%; note: % is set by controls: 0 for no effect and ±100 for the full control effect
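First, chaperonin was dispensed at 40 nM or 20 nM final depending on batch activity. Next, compounds were pinned at 76 uM and ATP added at 10 uM. After 30 min at 37 °C, ADP detection reagents ran 30 min at ambient temperature.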
PI5P4K alpha inh: qHTS for Inhibitors of phosphatidylinositol 5-phosphate 4-kinase (PI5P4K); PI5P4Kalpha enzyme, ADP-Glo luminescence, 60 min; hits give low values; max response, %; 1.2% of 330,000 active; AID 652105, 2013; active = max response of -50% or lower; inconclusive = between -30% and -50%; inactive = -30% or higher; note: value at the top dose of about 77 µM; % is set by controls: 0 for no effect and ±100 for the full control effect
Target sequence (P48426 whole entry, looked up): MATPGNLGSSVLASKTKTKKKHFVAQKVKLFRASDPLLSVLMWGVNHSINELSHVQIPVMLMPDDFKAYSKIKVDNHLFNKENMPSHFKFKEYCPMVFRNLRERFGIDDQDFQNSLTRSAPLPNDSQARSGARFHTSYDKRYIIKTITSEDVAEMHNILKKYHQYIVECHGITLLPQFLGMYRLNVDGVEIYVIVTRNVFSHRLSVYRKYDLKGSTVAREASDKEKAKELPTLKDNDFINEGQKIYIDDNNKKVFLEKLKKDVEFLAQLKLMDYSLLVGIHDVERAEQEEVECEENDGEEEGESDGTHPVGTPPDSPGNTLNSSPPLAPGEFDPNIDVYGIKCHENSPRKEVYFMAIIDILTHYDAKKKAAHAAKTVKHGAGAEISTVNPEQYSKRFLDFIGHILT
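ADP-Glo luminescence end-point after a 60 min room-temperature kinase reaction. PI5P4Kalpha and substrate in HEPES pH 7.4 buffer with EGTA, 0.1% CHAPS and 5% DMSO; ATP at 5 microM final.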
PLK1 PBD inh: qHTS for Inhibitors of PLK1-PDB (polo-like kinase 1 - polo-box domain): Primary Screen; Serine/threonine-protein kinase PLK1 (Homo sapiens), P53350; Plk1 PBD binding of FITC phosphopeptide, fluorescence polarization; Potency, µM, inactives show max response, negative = inhibition, actives largely listed as inhibitors; 2.8% of 360,000 active; note: potency is the fitted concentration of half-maximal effect; series mostly up to about 57 µM; % is set by controls: 0 for no effect and ±100 for the full control effect; nearly all actives have a fitted effect of over 65% in size
Target sequence (P53350 whole entry, looked up, the tested form may be a part): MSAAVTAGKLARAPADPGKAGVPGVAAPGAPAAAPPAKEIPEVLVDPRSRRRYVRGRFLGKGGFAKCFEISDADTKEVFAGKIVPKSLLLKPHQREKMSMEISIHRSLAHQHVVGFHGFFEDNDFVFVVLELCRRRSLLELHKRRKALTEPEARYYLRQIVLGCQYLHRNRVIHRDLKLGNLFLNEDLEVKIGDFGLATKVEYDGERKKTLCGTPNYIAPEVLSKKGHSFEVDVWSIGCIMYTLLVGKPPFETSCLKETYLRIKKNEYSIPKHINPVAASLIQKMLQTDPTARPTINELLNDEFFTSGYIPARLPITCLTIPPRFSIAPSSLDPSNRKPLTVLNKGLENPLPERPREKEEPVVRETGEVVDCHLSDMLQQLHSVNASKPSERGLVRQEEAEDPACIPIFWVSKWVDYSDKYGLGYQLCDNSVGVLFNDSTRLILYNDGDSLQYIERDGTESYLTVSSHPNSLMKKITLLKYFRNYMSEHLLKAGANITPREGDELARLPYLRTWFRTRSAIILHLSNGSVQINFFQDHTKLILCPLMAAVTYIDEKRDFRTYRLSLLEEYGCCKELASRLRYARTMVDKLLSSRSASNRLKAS
EPAC1 agonist: qHTS for Agonist of cAMP-regulated guanine nucleotide exchange factor 3 (EPAC1): primary screen. Rap guanine nucleotide exchange factor 3 (Homo sapiens), O95398. EPAC1 agonist qHTS, biochemical assay; response scale: 100% = response to 6.5 mM cAMP. Potency, µM (series often up to 154 µM), for the others: top-dose activation, hits mostly activators. 0.073% of 360,000 active. AID 720707, 2013; note: potency is the fitted concentration of half-maximal effect; nearly all actives have a fitted effect of over 60% in size
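Multi-concentration qHTS readout: loss of Rap1B-bound BODIPY-GDP fluorescence driven by 100 nM EPAC1 with excess GDP (50 uM), monitored kinetically at room temperature; agonist response expressed relative to 6.5 mM cAMP.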
MmCpn inh: Inhibitors of TCP-1 ring complex (TRiC) of Methanococcus maripaludis (MmCpn): qHTS; purified Mm-Cpn ATPase, ADP Transcreener TR-FRET; Potency, µM (titrated, usually from 76.9 µM), without a hit: top-dose activity, negative = inhibition, hits mostly inhibitors; AID 504842, 2011; 0.031% of 330,000 active; Chaperonin Mm-Cpn (Methanococcus maripaludis); note: potency is the fitted concentration of half-maximal effect; % is set by controls: 0 for no effect and ±100 for the full control effect; nearly all actives have a fitted effect of over 80% in size
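ATPase turnover read by TR-FRET ADP competition (Eu cryptate antibody/ADP-d2, 665/590 nm): 10uM ATP final, 25nM Mm-CPN final, 30 min 37degC after 10-min compound preincubation, pH 7.4 Tris/KCl/MgCl2/DTT buffer.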
EPAC1 antag: qHTS for Antagonist of cAMP-regulated guanine nucleotide exchange factor 3 (EPAC1): primary screen; Rap guanine nucleotide exchange factor 3 (Homo sapiens), O95398; EPAC1 GEF assay, Rap1b-BODIPY-GDP exchange fluorescence; Potency, µM (series often up to 115 µM), for inactives: at the highest dose activity change, negative = inhibition, most hits filed as inhibitors; 0.14% of 360,000 active; AID 720709, 2013;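 note: potency is the fitted concentration of half-maximal effect; plate controls were vehicle for no effect and positive control for full effect; nearly all actives have a fitted effect of over 50% in size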
WRN helicase inh: qHTS for Inhibitors of WRN Helicase; Bifunctional 3'-5' exonuclease/ATP-dependent helicase WRN (Homo sapiens), Q14191; 0.46% of 360,000 active; Potency, µM (series often up to 114 µM), inactives show at the highest dose activity change, negative = inhibition, hits mostly inhibitors; WRN helicase unwinding, fluorescent forked duplex, kinetic; note: potency is the fitted concentration of half-maximal effect; % is set by controls: 0 for no effect and ±100 for the full control effect; nearly all actives have a fitted effect of over 55% in size
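WRN at 20 nM final preincubated with compound 15 min at room temperature; reaction started with 100 nM fluorophore/quencher forked duplex oligonucleotide and 2 mM ATP final. Unwinding followed kinetically by red fluorescence (ex 525, em 598 nm).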
An asterisk follows results filed as active; u = inconclusive; x = not tested or not shown; [ ] = remark or other dose. Unless noted, calls come from the whole dose curve; as a rule, active = well fitted curve in the direction sought with a large enough effect; inconclusive = small, poorly fitted or top-dose-only effect, or another doubt; inactive = no such curve, though single readings can be large; an effect the other way counts as inactive or inconclusive. A portion of the library; the hit share may differ from the screen's.

SMILES	EPAC2 antag	CCT chaperon mod	PI5P4K alpha inh	PLK1 PBD inh	EPAC1 agonist	MmCpn inh	EPAC1 antag	WRN helicase inh
O=C(NCCc1ccc(F)cc1)c1cccs1	-5%	0.1	-4	-9%	3%	2%	2%	8%
CC1CN(c2nnnn2-c2ccccc2)CC(C)O1 (stereo not given)	-5%	-6.3	-1	4%	-3%	2%	6%	-4%
COc1ccc(NC(=O)Cc2c(C(=O)O)n(C)c3ccccc23)cc1OC	-14%	1.3	-19	u	-1%	3%	-1%	-21%
COc1ccccc1CNC(=O)CCNS(=O)(=O)c1ccc2c(c1)oc(=O)n2C	-1%	1.0	-3	13%	8%	3%	-5%	4%
COc1ccc(N2CCN(Cc3nc4scc(-c5cccs5)c4c(=O)[nH]3)CC2)cc1	21%	0.8	-10	3%	-16%	0%	-1%	-33%
COc1ccc(Cl)cc1NC(=O)CN(C)CC(=O)Nc1cccc(S(=O)(=O)N2CCCC2)c1	-1%	2.4	-3	-2%	3%	-1%	-2%	-31%
O=C(Cn1cncn1)c1ccccc1	13%	0.8	4	-11%	-2%	2%	19%	9%
C/C(=N\NC(=O)c1cccc(Cl)c1)c1cccc(NC(=O)c2ccco2)c1	17%	-3.1	3	-7%	4%	-1%	-2%	-3%
O=C(Nc1ccc([N+](=O)[O-])cc1Cl)c1cc(Cl)ccc1O	u	-3.0	0	-28%	-3%	-1%	-3%	-7%
O=C(COc1cc(Cl)ccc1Cl)Nc1nnc(C2CC2)s1	-1%	1.5	0	-5%	-1%	1%	0%	-18%
CC(=O)NC1CCN(C(=O)N2CCCC2)CC1	11%	-0.4	-3	-4%	1%	-1%	12%	-3%
O=C(O)c1sc2ncccc2c1OCc1ccccc1	2%	-2.6	0	-12%	2%	0%	0%	-4%
O=C(CNC(=O)c1ccc([N+](=O)[O-])cc1)N/N=C/c1c[nH]c2ccccc12	1%	-1.3	1	1%	4%	-3%	-5%	-26%
CCOc1cc(C2CC(=O)c3c(ccc4ccccc34)N2)ccc1O (stereo not given)	2%	0.2	-3	0%	-12%	u	1%	18%
CC(C)NC(=O)C1(C)CCCN1Cc1ccccc1C#N (stereo not given)	6%	-0.1	-2	-5%	-1%	x	-3%	2%
CC(=O)Nc1cccc(N=NN2CCOCC2)c1	-2%	-2.0	-1	-11%	-2%	1%	-22%	-3%
C=CCNC(=O)COc1ccc(S(=O)(=O)N2CCCC2)cc1	2%	0.4	2	-20%	5%	0%	-25%	5%
c1ccc(-c2sc3ccccc3c2-c2ccc(OCCN3CCCC3)cc2)cc1	-6%	-2.4	27	-3%	-26%	-10%	-16%	-12%
COc1ccc(CNC(=O)C2CCN(C(=O)[C@@H]3Cc4ccccc4CN3)CC2)cc1	-8%	1.6	-3	6µM*	2%	0%	1%	-8%
CC(=O)N/C(=C\c1ccccc1)C(=O)OCc1ccc(C)cc1	2%	-0.8	1	2%	-6%	1%	14%	4%
CC1(C(=O)Nc2ccc(S(=O)(=O)Nc3ncccn3)cc2)CCCC1	1%	1.6	0	7%	-2%	3%	-1%	10%
Cc1ccc(CNC(=O)[C@H](Cc2ccccc2)NC(=O)c2ccco2)cc1	0%	1.7	1	-2%	-15%	1%	-8%	-1%
Cc1ccc(Nc2nnc(C(C)(C)C)c(=O)n2N)cc1	2%	1.0	6	-7%	7%	1%	-29%	2%
Fc1ccc(NC(=S)NCc2cccs2)cc1	-5%	-0.8	8	-7%	5%	2%	-23%	19%
Nc1sccc1C(=O)NC1CC1	4%	x	-13	u	4%	x	11%	-8%
CCC(C)N1CCN(C(=O)c2cccs2)CC1 (stereo not given)	1%	-1.0	-6	-4%	-2%	x	24%	-4%
COc1cc(N/N=C/c2ccccc2O)ncn1	7%	-4.3	-23	-14%	-4%	-3%	-20%	-3%
CO[C@@H]1CN(C)C(=O)c2cc(NC(=O)Nc3ccc4c(c3)OCO4)ccc2OC[C@@H](C)N(C)C[C@H]1C	2%	x	11	-4%	11%	x	5%	-2%
O=C(O)CSc1sc(=S)sc1SCC(=O)O	13%	-5.3	x	27µM*	-7%	-11%	6%	-9%
CC1(C)CC(=O)c2cnc(NC(=O)c3ccco3)nc2C1	6%	-1.0	4	0%	0%	-1%	-12%	-6%

No new results follow: entries from further up.
SMILES	EPAC2 antag	CCT chaperon mod	PI5P4K alpha inh	PLK1 PBD inh	EPAC1 agonist	MmCpn inh	EPAC1 antag	WRN helicase inh
CC(=O)Nc1cccc(N=NN2CCOCC2)c1	-2%	-2.0	-1	-11%	-2%	1%	-22%	-3%
C=CCNC(=O)COc1ccc(S(=O)(=O)N2CCCC2)cc1	2%	0.4	2	-20%	5%	0%	-25%	5%
c1ccc(-c2sc3ccccc3c2-c2ccc(OCCN3CCCC3)cc2)cc1	-6%	-2.4	27	-3%	-26%	-10%	-16%	-12%
COc1ccc(CNC(=O)C2CCN(C(=O)[C@@H]3Cc4ccccc4CN3)CC2)cc1	-8%	1.6	-3	6µM*	2%	0%	1%	-8%
CC(=O)N/C(=C\c1ccccc1)C(=O)OCc1ccc(C)cc1	2%	-0.8	1	2%	-6%	1%	14%	4%
CC1(C(=O)Nc2ccc(S(=O)(=O)Nc3ncccn3)cc2)CCCC1	1%	1.6	0	7%	-2%	3%	-1%	10%
Cc1ccc(CNC(=O)[C@H](Cc2ccccc2)NC(=O)c2ccco2)cc1	0%	1.7	1	-2%	-15%	1%	-8%	-1%
Cc1ccc(Nc2nnc(C(C)(C)C)c(=O)n2N)cc1	2%	1.0	6	-7%	7%	1%	-29%	2%
Fc1ccc(NC(=S)NCc2cccs2)cc1	-5%	-0.8	8	-7%	5%	2%	-23%	19%
Nc1sccc1C(=O)NC1CC1	4%	x	-13	u	4%	x	11%	-8%
CCC(C)N1CCN(C(=O)c2cccs2)CC1 (stereo not given)	1%	-1.0	-6	-4%	-2%	x	24%	-4%
COc1cc(N/N=C/c2ccccc2O)ncn1	7%	-4.3	-23	-14%	-4%	-3%	-20%	-3%

The list continues.
SMILES	EPAC2 antag	CCT chaperon mod	PI5P4K alpha inh	PLK1 PBD inh	EPAC1 agonist	MmCpn inh	EPAC1 antag	WRN helicase inh
CCN(CC)CCNC(=O)CNC(=O)c1nn(-c2ccc(OC)c(OC)c2)c(=O)c2ccccc12	6%	-2.2	-3	4%	-1%	3%	4%	12%
O=C(O)C1CCCCC1C(=O)NCc1ccccc1 (stereo not given)	20%	1.9	x	-15%	-10%	0%	0%	-10%
Cc1ccc(NC(=O)COC(=O)c2ccco2)cc1S(=O)(=O)N1CCOCC1	6%	0.6	1	-9%	7%	0%	-8%	2%
O=C(c1cccc([N+](=O)[O-])c1)N1CCN(c2ccccn2)CC1	2%	-1.2	-3	-5%	-1%	1%	14%	-25%
CCN(CC)C(=O)c1ccc2sc([C@H]3C[C@H](O)[C@@H](CO)O3)nc2c1	4%	-0.1	0	-6%	-10%	x	-7%	4%
COC(=O)CNC(c1ccccc1)c1cc(Br)ccc1NS(=O)(=O)c1ccc(C)cc1 (stereo not given)	3%	-4.1	-8	-9%	2%	-1%	-1%	5%
O=C(NOC(=O)c1ccccc1)c1ccccc1	0%	1.2	5	-4%	0%	0%	18%	-1%
Cc1ccc2c(CC(=O)Nc3cccc(S(=O)(=O)N4CCOCC4)c3)coc2c1	-10%	-0.4	-6	-1%	2%	-2%	-17%	-6%
CC(=O)Nc1ccc(NC(=O)CSC2=NS(=O)(=O)c3ccccc3N2)cc1	1%	-2.2	-1	-22%	1%	-4%	-4%	-18%
CNC(=O)CCC(=O)Nc1ccc(C(=O)OC)cc1	-2%	1.1	2	-3%	6%	-1%	0%	-2%[57.1 µM]
O=C(OCc1cccc(Cl)c1)c1cc(S(=O)(=O)N2CCCCC2)ccc1N1CCOCC1	6%	-0.4	12	-6%	1%	-3%	3%	-28%
CCN(CC)C(=O)c1ccc(C)c(Br)c1	5%	-2.0	6	-3%	-5%	-1%	-10%	8%
CS(=O)(=O)c1nc(-c2ccccc2)cc(-c2ccccc2)c1C#N	6%	-2.3	7	-7%	7%	-1%	u	1%
C/C(=N\NC(=S)NCc1ccccc1)c1ccc(C)o1	-9%	-2.4	0	-30%	-4%	-3%	-2%	-11%
COc1cc(CC(=O)OCc2cccc([N+](=O)[O-])c2)cc(OC)c1OC	-7%	-0.2	6	-11%	11%	1%	8%	3%
C/C(=N\NC(=O)C1CCCC1)c1ccc(C(C)C)cc1	0%	-2.6	-1	0%	-4%	0%	-4%	0%
CC(C)CC(=O)Nc1sc2c(c1C(=O)O)CCCCC2	22%	-2.6	-4	-8%	5%	3%	-15%	-15%
CCOC(=O)NC1CCS(=O)(=O)C1 (stereo not given)	7%	2.0	x	-5%	1%	0%	5%	8%
CCCCCCn1cnc2c(c1=O)c1nc3ccccc3nc1n2Cc1cccs1	12%	0.6	12	-5%	5%	0%	11%	-3%
COc1cc(/C=C/CNC[C@H]2O[C@@H](n3cc(C)c(=O)[nH]c3=O)C[C@@H]2O)ccc1O	7%	-3.3	-3	-16%	12%	x	-19%	5%
COC(=O)NCCc1cc(OC)c(OC)cc1S(=O)(=O)N1CC(=O)Nc2ccccc21	4%	-0.7	-1	-4%	5%	2%	8%	6%
CC1CC(C)CN(C(C)C(=O)Nc2cc(S(=O)(=O)N3CCCCC3)ccc2Cl)C1 (stereo not given)	24%	-3.1	1	-1%	-5%	-2%	0%	6%
Cc1cccc(NC(=S)N2CCN(c3cc(C)ccc3C)CC2)c1	5%	-3.1	9	-1%	2%	2%	-1%	1%
